# Growth percent in the NCI-60 one-dose screen (48 h, 10 µM unless noted): 100 = growth as untreated, 0 = no growth, -100 = all killed.
# RXF 393 = RXF 393 renal cancer cells. AID 1794773. 77,000 tested, 6.9% active
# NCI-H23 = NCI-H23 lung cancer. AID 1794731. 80,000 tested, 4% active
# NCI-H522 = NCI-H522 lung cancer; 78,000 tested, 8% active; AID 1794739
# CAKI-1 = CAKI-1 renal cancer | 75,000 tested, 4.7% active
# A498 = A498 renal cancer cells | 76,000 tested, 5.4% active | AID 1794774
# NCI-H226 = NCI-H226 lung cancer; 79,000 tested, 3.5% active
# NCI/ADR-RES = NCI/ADR-RES ovarian cells; 81,000 tested, 4.4% active
# NCI-H460 = NCI-H460 lung cancer. 82,000 tested, 6.8% active. AID 1794736
# ACHN = ACHN renal cancer. 81,000 tested, 4.9% active
# * = called active by the depositor; . = no result given; & = joins results of further samples. Rule for the calls: active = growth percent below 10; inactive = the rest.
SMILES,RXF 393,NCI-H23,NCI-H522,CAKI-1,A498,NCI-H226,NCI/ADR-RES,NCI-H460,ACHN
CN1CCc2nc3sc(C(=O)Nc4cccc5ccccc45)c(N)c3cc2C1,82,86,107,.,79,74,88,99,105
COc1cc(-c2cnnn2-c2nonc2-n2cccc2)cc(OC)c1OC,101,102,78,90,91,90,97,105,105
CCCC(=O)Nc1c(I)cc(I)c(CC(CC)C(=O)O)c1I (stereo not given),104,100,98,112,.,104,111,.,99
C[C@]12C[C@H]1CC[C@]1(C)[C@@H]2CC[C@@]23C[C@H](CC[C@H]21)[C@@](O)(CO)C3,.,98,87,86,93,97,98,94,107
CCCCCCCCCCCCCCCCCCOc1cccc(CC(=O)NCC[N+]2(C)CCCC2)c1,43,90,87,59,98,72,88,82,93
C=C(C)[C@@H]1CC[C@]2(C(=O)OC)CC[C@]3(C)[C@H](CC[C@@H]4[C@@]5(C)C/C(=C/c6cc(OC)cc(OC)c6)C(=O)C(C)(C)[C@@H]5CC[C@]43C)[C@@H]12,108,92,90,81,111,90,92,102,90
O=C1c2cc3c(cc2-c2c1c1ccc(F)cc1c(=O)n2C[C@H](O)[C@H](O)[C@H](O)CO)OCO3,-57*,-49*,-25*,-21*,-86*,-35*,-24*,1.0*,-54*
N#Cc1c(-c2ccc(Cl)cc2)cc(-c2c[nH]c3ccccc23)nc1-c1c[nH]c2ccccc12,114,98,97,88,97,96,99,106,102
COc1ccc(/C=N/NC(=O)c2c(Nc3ccccc3)nn(CC(O)c3ccccc3)c2N)cc1OCc1ccccc1 (stereo not given),112,96,93,90,87,89,103,107,96
OCc1cnccc1NC1CCCCC1,110,95,.,.,99,98,97,108,113
COc1ccc(-c2cc(C(=O)N3CCN(C(=O)c4ccccc4NCc4cccs4)CC3)nc3cc(-c4ccccc4)nn23)cc1OC,91,101,85,88,99,97,105,106,104
N#Cc1cc(-c2ccnc(Nc3ccc(NC(=O)CCl)cc3)n2)ccc1N1CCCC1,-79*,-31*,-41*,-40*,16,-12*,11,-36*,-25*
CCCCCCCCCCCC1=NC(C)(C)CN1CCO,35,65,69,75,95,88,90,46,78
CC(=O)C1=C(C)OC(N)=C(C#N)C1c1cc2ccccc2n2nnnc12 (stereo not given),104,95,83,98,120,86,94,96,90
CC1(C)[C@@H](OCCC#N)CC[C@]2(C)[C@H]3C(=O)C=C4[C@@H]5C[C@](C)(C(=O)O)CC[C@]5(C)CC[C@@]4(C)[C@]3(C)CC[C@@H]12,127,103,99,93,108,115,105,107,101
Cc1ccc(C(=O)CSc2nnc3sc(Nc4ccc(C#N)cc4)nn23)cc1,101,97,85,93,95,100,110,98,107
Oc1ccc(-c2nc3c4c(-c5ccccc5)c(-c5ccccc5)oc4ncn3n2)cc1,114,98,92,91,67,93,98,102,93
COc1cc(C=O)ccc1OCCOc1ccc(/C=N/NC(=O)Cn2c(-c3ccc(C)o3)nc3ccccc32)cc1OC,115,102,94,89,95,95,105,103,98
Cc1ccc(C)c(-n2nnc3ccccc3c2=O)c1,107,96,93,91,83,106,103,104,103
O=C(/C=C(/C=C/c1cc(F)ccc1OC(=O)c1ccccc1Nc1cccc(C(F)(F)F)c1)OB(F)F)/C=C/c1cc(F)ccc1OC(=O)c1ccccc1Nc1cccc(C(F)(F)F)c1,141,107,86,80,103,99,104,104,106

# The last 6 entries of the section before lead into the next:
SMILES,RXF 393,NCI-H23,NCI-H522,CAKI-1,A498,NCI-H226,NCI/ADR-RES,NCI-H460,ACHN
CC1(C)[C@@H](OCCC#N)CC[C@]2(C)[C@H]3C(=O)C=C4[C@@H]5C[C@](C)(C(=O)O)CC[C@]5(C)CC[C@@]4(C)[C@]3(C)CC[C@@H]12,127,103,99,93,108,115,105,107,101
Cc1ccc(C(=O)CSc2nnc3sc(Nc4ccc(C#N)cc4)nn23)cc1,101,97,85,93,95,100,110,98,107
Oc1ccc(-c2nc3c4c(-c5ccccc5)c(-c5ccccc5)oc4ncn3n2)cc1,114,98,92,91,67,93,98,102,93
COc1cc(C=O)ccc1OCCOc1ccc(/C=N/NC(=O)Cn2c(-c3ccc(C)o3)nc3ccccc32)cc1OC,115,102,94,89,95,95,105,103,98
Cc1ccc(C)c(-n2nnc3ccccc3c2=O)c1,107,96,93,91,83,106,103,104,103
O=C(/C=C(/C=C/c1cc(F)ccc1OC(=O)c1ccccc1Nc1cccc(C(F)(F)F)c1)OB(F)F)/C=C/c1cc(F)ccc1OC(=O)c1ccccc1Nc1cccc(C(F)(F)F)c1,141,107,86,80,103,99,104,104,106
O=C(N=c1n(-c2ccc(Cl)cc2)nc2n1CCN2C1=NCCN1)c1ccc(Cl)cc1,71,100,96,80,71,106,96,24,56
COC(=O)c1nn2c(c1C(=O)OC)C[C@@H]1C(=O)N(c3ccccc3)C(=O)[C@@H]1[C@@H]2C,108,103,91,82,91,95,106,114,118
COc1cc(OC)c(S(=O)(=O)NNC(=O)c2ccncc2)cc1C(C)=O,112,106,96,93,.,109,106,105,107
CCN(CC)c1ccc(NC2=C(Cl)C(=O)c3nc(C)ccc3C2=O)cc1,-95*,-10*,-44*,52,104,88,51,100,-61*
C/C=C(/C)C(=O)O[C@@H]1CC(C)(C)CC2C34OC(=O)[C@@]21CC[C@@]3(C)[C@]1(C)CCC2C(C)(C)C(=O)CC[C@]2(C)C1C[C@@H]4O (stereo not given in full),76,73,72,60,69,59,77,42,86
CC(=O)N(O)C(C)C#Cc1cccc(NS(=O)(=O)c2ccc(F)cc2)c1 (stereo not given),84,95,51,.,99,85,97,95,87
C=CCn1cccc1/C=C1\SC(=S)NC1=S,93,95,84,74,92,78,85,102,92
O=C(NS(=O)(=O)c1ccccc1)n1ccc2cc(Br)cnc21,121,105,90,100,107,100,103,116,108
Cc1ccc(S(=O)(=O)c2[nH]c(-c3ccccc3)nc2S(C)(=O)=O)cc1,126,107,100,103,82,102,106,107,106
COc1ccc(-c2nc(S(=O)(=O)c3ccc(C)cc3)c(S(=O)(=O)CC(=O)N(C)Cc3ccccc3)o2)cc1,-54*,44,-1.9*,43,132,79,29,83,6.6*
Cc1cc(NC(=O)c2ccccc2)nc(C)n1,125,103,97,88,.,96,103,97,96
C=C(C)[C@@H]1CC[C@]2(C)CC[C@]3(C)[C@H](CC[C@@H]4[C@@]5(C)CC[C@H](O)C(C)(C)[C@@H]5CC[C@]43C)[C@@H]12,55,100,93,113,.,102,34,110,108
Nc1cccc(NC(=O)c2cccc(N)c2)c1,149,100,99,87,108,123,97,107,103
NC(=O)CCC(C(=O)O)N1C(=O)c2ccc(O)cc2C1=O (stereo not given),115,118,102,80,115,107,132,109,93
CCc1nnc(NC(=O)c2cc(-c3cccc(C(F)(F)F)c3)oc2C)s1,103,101,96,93,100,93,103,94,95
CCCc1nc2ccccc2c(=O)n1CC(=O)n1nc(C)cc1C,106,104,97,105,107,100,103,100,93
CCOC(=O)c1cc(Sc2ccccc2)nc2ccccc12,100,90,88,75,78,93,94,98,91
NCC1CCCCC1CC(=O)O (stereo not given),99,95,54,110,113,111,106,113,101
CC(C)(C)n1nnnc1C(Nc1cccc([N+](=O)[O-])c1)c1cccc(Oc2ccccc2)c1 (stereo not given),100,95,66,81,95,87,105,102,106
CC[C@H](Nc1nc(N)nc(C)c1C#N)c1nc2cccc(CN(C)c3ncc(C(=O)NO)cn3)c2c(=O)n1-c1ccccc1,-61*,12,-45*,18,-40*,24,73,11,24

# 3 compounds from above, reduced to ACHN and NCI-H23.
SMILES	ACHN	NCI-H23
Cc1ccc(S(=O)(=O)c2[nH]c(-c3ccccc3)nc2S(C)(=O)=O)cc1	106	107
C/C=C(/C)C(=O)O[C@@H]1CC(C)(C)CC2C34OC(=O)[C@@]21CC[C@@]3(C)[C@]1(C)CCC2C(C)(C)C(=O)CC[C@]2(C)C1C[C@@H]4O (stereo not given in full)	86	73
COc1cc(OC)c(S(=O)(=O)NNC(=O)c2ccncc2)cc1C(C)=O	107	106

# Already shown: 3 of the compounds above.
SMILES,RXF 393,NCI-H23,NCI-H522,CAKI-1,A498,NCI-H226,NCI/ADR-RES,NCI-H460,ACHN
Cc1ccc(S(=O)(=O)c2[nH]c(-c3ccccc3)nc2S(C)(=O)=O)cc1,126,107,100,103,82,102,106,107,106
COc1ccc(-c2nc(S(=O)(=O)c3ccc(C)cc3)c(S(=O)(=O)CC(=O)N(C)Cc3ccccc3)o2)cc1,-54*,44,-1.9*,43,132,79,29,83,6.6*
Cc1cc(NC(=O)c2ccccc2)nc(C)n1,125,103,97,88,.,96,103,97,96

# Additional results
SMILES,RXF 393,NCI-H23,NCI-H522,CAKI-1,A498,NCI-H226,NCI/ADR-RES,NCI-H460,ACHN
COc1cc(CNC(=O)Cc2ccccc2)ccc1OCc1cn(-c2ccc(Cl)cc2)nn1,98,92,86,91,.,.,83,96,90
COc1ccccc1-c1cn2ccnc2c(-c2ccc3ncn(C4CCCCC4)c3c2)n1,99,97,78,.,86,74,100,90,96
C/C=C/CCC(=O)c1cc(C(=O)OC)c(OC)cc1O,110,95,70,.,108,94,94,106,101
CCOC(=O)c1c(-c2ccccc2)n(-c2ccc(Br)cc2)c2cccc(O)c12,105,81,80,77,98,99,81,89,98
NS(=O)(=O)c1ccc(N=Nc2ccc(=O)[nH]c2O)cc1,100,102,155,103,117,106,104,109,110
CC(C)CC(=O)Cc1ccccc1,118,97,94,95,82,92,102,104,112
Cc1ccc(/C=C/C(=O)c2ccc(NC(=O)CSc3nc4[nH]c(=O)n(C)c(=O)c4[nH]3)cc2)c(C)c1,.,98,98,95,97,105,98,101,100
COc1ccc(/C=C/C(=O)c2ccc(S(=O)(=O)NCCNc3nc(Nc4ccc(F)cc4)nc(N(C)C)n3)cc2)cc1,.,45,57,27,48,22,28,15,16
COc1nc2c(c(=O)n1C)CN(c1ccccc1)C(=O)CN2,127,98,80,98,108,101,99,107,98
Nc1nc2c(s1)CCc1ccn(S(=O)(=O)c3ccccc3)c1-2,107,90,52,.,87,114,94,106,.
CNC(C(=O)O)c1ccccc1 (stereo not given),111&116,102&108,95&101,97,80&103,95&109,107&100,111&111,106&112
O=C(CSc1nnc(-c2ccc(Cl)cc2)n1-c1ccccc1)Nc1ccc(C(=O)/C=C/c2ccccc2)cc1,113,101,89,.,90,94,100,103,111
CC(C)(C)c1ccc(C(=O)N/N=C2\c3ccccc3-c3cccc(C(=O)O)c32)cc1,105,97,96,92,88,98,102,99,102
CC(CC(O)CCCN(C)C)CC(C)(C)C (stereo not given),108,100,102,107,70,101,103,109,105
COc1ccc([N+](=O)[O-])c(S(=O)(=O)c2ccc(Cl)cc2)n1,.,82,.,50,110,91,81,98,27
CCn1c(=O)c(/C=N/Nc2nc(-c3ccccc3)cs2)c(O)c2ccccc21,110,106,95,92,106,99,104,100,108
CCOC(=O)c1c(C)oc2ncnc(Nc3ccc(OCc4ccccn4)c(Cl)c3)c12,103,96,97,96,87,102,100,100,102
Cc1cccc(Nc2nc(N)nc(N)c2N=O)c1C,111,101,92,98,.,98,108,110,103
COc1ccc(/C=C2\SC(=S)N(/C=C3\C(=O)N(c4ccccc4)N=C3C)C2=O)cc1OC,111,59,50,91,100,98,83,77,80
c1ccc(-c2cc(-c3nnc(SCCN4CCOCC4)n3-c3ccccc3)c3ccccc3n2)cc1,105,96,90,80,76,93,100,102,99
COc1ccc(NC(=O)N/N=C/c2c[nH]c3ccccc23)cc1,20,40,-35*,44,86,35,15,15,51
Cc1cc(=O)n(-c2ccc(F)cc2)[nH]1,94,103,98,99,100,98,109,106,96
COc1ccc(N/N=C2\CCCc3ccccc3C2=O)cc1,108,76,87,76,.,94,99,95,91
COc1cccc(-c2nc3sccn3c2-c2ccccc2)c1,89,92,89,93,68,87,101,104,102
O=C1CSCCN1,102,89,92,84,100,99,94,102,97

# Fetched one by one from the entries so far, two records:
SMILES,RXF 393,NCI-H23,NCI-H522,CAKI-1,A498,NCI-H226,NCI/ADR-RES,NCI-H460,ACHN
CNC(C(=O)O)c1ccccc1 (stereo not given),111&116,102&108,95&101,97,80&103,95&109,107&100,111&111,106&112
CC(C)CC(=O)Cc1ccccc1,118,97,94,95,82,92,102,104,112

# High-throughput results from PubChem BioAssay.
